Compound activity from PubChem BioAssay.
TcdB inh: blocks C. difficile toxin B glycohydrolase activity; inhibition, % at 9.99 µM; hit rate 0.24% among 350,000; P18177; TcdB glycohydrolase enzymatic assay, plate reader; AID 652162; in the data active = inhibition above about 10%
Target sequence (P18177 whole entry, looked up): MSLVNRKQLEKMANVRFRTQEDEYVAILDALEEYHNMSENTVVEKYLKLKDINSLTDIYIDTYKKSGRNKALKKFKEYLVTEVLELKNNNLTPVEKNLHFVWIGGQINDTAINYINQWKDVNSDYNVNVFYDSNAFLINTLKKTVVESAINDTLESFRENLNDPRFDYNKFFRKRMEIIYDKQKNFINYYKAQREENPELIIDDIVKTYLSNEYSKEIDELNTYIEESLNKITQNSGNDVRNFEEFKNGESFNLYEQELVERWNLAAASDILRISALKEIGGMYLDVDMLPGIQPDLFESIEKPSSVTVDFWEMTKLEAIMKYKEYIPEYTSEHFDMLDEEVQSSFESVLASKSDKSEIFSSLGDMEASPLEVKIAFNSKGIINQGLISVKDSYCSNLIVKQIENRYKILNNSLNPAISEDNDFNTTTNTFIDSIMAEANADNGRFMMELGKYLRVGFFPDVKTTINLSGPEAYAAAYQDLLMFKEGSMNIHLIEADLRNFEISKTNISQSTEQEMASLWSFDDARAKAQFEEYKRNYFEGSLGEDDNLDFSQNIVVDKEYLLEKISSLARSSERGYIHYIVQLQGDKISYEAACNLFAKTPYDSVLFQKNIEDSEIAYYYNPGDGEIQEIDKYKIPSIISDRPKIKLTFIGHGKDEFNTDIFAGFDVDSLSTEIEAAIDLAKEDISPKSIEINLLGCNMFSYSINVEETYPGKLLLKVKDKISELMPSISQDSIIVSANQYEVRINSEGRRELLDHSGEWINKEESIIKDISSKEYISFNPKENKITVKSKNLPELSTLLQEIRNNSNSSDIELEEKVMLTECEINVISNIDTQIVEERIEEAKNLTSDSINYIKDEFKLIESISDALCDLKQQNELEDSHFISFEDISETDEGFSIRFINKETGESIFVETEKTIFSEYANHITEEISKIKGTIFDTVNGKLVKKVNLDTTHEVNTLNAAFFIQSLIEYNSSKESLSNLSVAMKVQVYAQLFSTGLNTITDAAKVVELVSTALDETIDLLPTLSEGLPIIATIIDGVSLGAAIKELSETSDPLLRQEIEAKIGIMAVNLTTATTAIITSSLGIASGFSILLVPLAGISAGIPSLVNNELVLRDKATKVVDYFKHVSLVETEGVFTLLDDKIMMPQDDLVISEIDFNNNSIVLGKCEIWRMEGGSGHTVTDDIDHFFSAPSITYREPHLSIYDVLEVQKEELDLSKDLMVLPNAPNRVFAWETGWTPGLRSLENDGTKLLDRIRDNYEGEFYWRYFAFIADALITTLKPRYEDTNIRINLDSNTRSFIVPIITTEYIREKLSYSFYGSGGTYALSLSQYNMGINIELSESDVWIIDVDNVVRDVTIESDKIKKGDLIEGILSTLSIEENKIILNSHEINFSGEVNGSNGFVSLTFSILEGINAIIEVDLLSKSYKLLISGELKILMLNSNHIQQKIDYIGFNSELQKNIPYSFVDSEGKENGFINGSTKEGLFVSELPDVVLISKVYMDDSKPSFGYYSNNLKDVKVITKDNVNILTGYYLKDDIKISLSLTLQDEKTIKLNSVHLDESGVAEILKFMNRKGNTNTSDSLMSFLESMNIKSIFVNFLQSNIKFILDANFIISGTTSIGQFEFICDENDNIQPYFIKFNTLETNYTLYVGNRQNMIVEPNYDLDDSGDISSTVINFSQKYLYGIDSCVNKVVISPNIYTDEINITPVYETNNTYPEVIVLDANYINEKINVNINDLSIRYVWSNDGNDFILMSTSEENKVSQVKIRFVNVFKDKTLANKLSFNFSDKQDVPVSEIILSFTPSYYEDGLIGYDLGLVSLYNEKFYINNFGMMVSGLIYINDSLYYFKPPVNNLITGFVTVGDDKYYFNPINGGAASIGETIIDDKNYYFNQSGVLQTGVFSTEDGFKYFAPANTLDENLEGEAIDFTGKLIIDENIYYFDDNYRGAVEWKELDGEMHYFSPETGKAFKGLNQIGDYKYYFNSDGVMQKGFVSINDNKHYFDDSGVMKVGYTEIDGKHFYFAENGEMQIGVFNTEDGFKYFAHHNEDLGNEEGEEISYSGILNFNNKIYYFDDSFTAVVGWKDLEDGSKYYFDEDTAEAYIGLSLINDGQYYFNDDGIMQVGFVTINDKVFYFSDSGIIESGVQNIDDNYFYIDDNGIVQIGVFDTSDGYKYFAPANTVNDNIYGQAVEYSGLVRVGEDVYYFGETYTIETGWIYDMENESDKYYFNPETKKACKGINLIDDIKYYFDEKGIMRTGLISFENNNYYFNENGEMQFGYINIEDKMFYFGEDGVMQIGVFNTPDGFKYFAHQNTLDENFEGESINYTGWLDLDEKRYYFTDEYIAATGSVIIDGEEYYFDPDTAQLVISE
SARS 3CLpro inh: SARS-CoV 3CLpro protease inhibition; AID 1706; hit rate 0.14% among 290,000; recombinant SARS-CoV 3CLpro, quenched FRET peptide cleavage; inhibition, % at 6 µM; P0C6X7; in the data active = inhibition above about 12%
SSB-PriA inh: blocks PriA binding to SSB C-terminal tail; AlphaScreen SSBct-PriA binding, biotinylated peptide; hit rate 0.6% among 430,000; AID 1272365; inhibition, % at 33 µM; in the data active = inhibition mostly above about 37%, no sharp cut-off; inactive = mostly below about 20%;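 note: plate controls were negative control peptide for no effect and reference peptide for full effect; strong numbers were not always called active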
Anthrax LF inh2: blocks Bacillus anthracis lethal factor protease | P15917 | multiplex microsphere protease cleavage assay, LF | inhibition, % at 10 µM | hit rate 0.12% among 360,000; in the data active = inhibition above about 30%; note: plate controls were buffer without enzyme for full effect and enzyme alone for no effect
PfHsp40 yeast: compounds rescuing yeast from Plasmodium falciparum HSP40 toxicity; hit rate 0.68% among 340,000; S. cerevisiae expressing PfHsp40, growth rescue, ATP luminescence; growth rescue, % at 12.5 µM; AID 504582; in the data active = growth rescue above about 28%, passing the limit was not always enough;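 note: yeast W303a lacking pdr1 and pdr3 grown in galactose medium; growth measured after three days at 30 °C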
Y pestis TopoI: Y. pestis Topo-I inhibition via cleavage products; AID 504884; hit rate 0.064% among 360,000; Y. pestis Topo-I cleavage product accumulation, plate reader; activity, % at 10 µM; in the data active = activity above about 50%, passing the limit was not always enough; note: inactives centre near 2
Rv3671c protease: inhibitors of M. tuberculosis serine protease Rv3671c; P9WHR9; hit rate 0.048% among 320,000; inhibition, % at 5.96 µM; AID 2606; in the data active = inhibition above about 38%;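 note: extracellular domain of Rv3671c used as enzyme; 0% = enzyme with DMSO and 100% = no enzyme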
VHR inh abs: blocks human VHR1 dual specificity phosphatase; P51452; recombinant VHR phosphatase, pNPP absorbance; inhibition, % at 13.3 µM; hit rate 0.52% among 290,000; AID 1654; in the data active = inhibition above about 50%; note: some compounds called inactive have numbers as strong as hits
Vc quorum ag: quorum light induction in luxS cqsA deficient V. cholerae; V. cholerae BH1578 lux reporter, luminescence, 6 h; activation, % at 18.7 µM; hit rate 0.16% among 350,000; AID 588436; in the data active = activation mostly above about 9.7%, no sharp cut-off; note: not every result past the cut was called active; inactives centre near 0; reference of the scale not given here
MazEF act: MazEF (E. coli) toxin RNase activation; hit rate 0.32% among 350,000; P0AE70; FAM/BHQ RNA-DNA oligo cleavage fluorescence, 5 h; activation, % at 20 µM; AID 504720; in the data active = activation above about 50%
Numbers without * were called inactive; i = inactive; . = not tested or not shown; & = joins results of further samples. These rows are one share of the data; the hit share may differ from the screen's.

SMILES	TcdB inh	SARS 3CLpro inh	SSB-PriA inh	Anthrax LF inh2	PfHsp40 yeast	Y pestis TopoI	Rv3671c protease	VHR inh abs	Vc quorum ag	MazEF act
O=C(Cn1c(=O)oc2ccccc21)NC(=O)NCc1ccccc1	.	-4	-3	3	2.0	-8	5	17	.	5
CCOc1ccc(-c2nc(CS(=O)(=O)CC(=O)NCc3ccc(F)cc3)c(C)o2)cc1	-0.5	1	4	0	0.4	-3	0	17	2.1	3
Nc1nonc1-c1nc2ccccc2n1CCC(=O)O	.	4	-9	0	0.4	3	-3	30	i	1
O=C(Nc1ccc2c(c1)CCC2)c1cc(S(=O)(=O)N2CCN(c3ccccc3)CC2)ccc1Cl	.	4	-6	-5	-1.5	-2	-28	-19	-1.6	1
O=C(Nc1cccnc1)Nc1ccc2c(c1)OCO2	.	-1	-3	11	16	-9	0	4	.	8
COc1ccc(O)c(C(=O)c2cnn(C(=O)c3cccc(N(C)C)c3)c2)c1	-0.5	.	0	-2	1.3	-1	13	.	i	17
COc1cc(C)ccc1OCCOCCOc1ccc(C)cc1[N+](=O)[O-]	.	1	-20	-1	4.6	3	-6	-7	0.0	0
CCC(=O)N1c2ccc(S(=O)(=O)CCC(=O)N3CCn4c3nc3ccccc34)cc2CC1C (centres undefined)	.	-1	-9	-1	1.2	1	-8	5	i	3
C#CCN1C(=O)C2(C(C#N)=C(N)OC(C)=C2C(=O)OCc2ccccc2)c2ccccc21 (centres undefined)	.	1	4	-1	-0.2	27	0	19	-0.3	7
O=C(C1CCN(S(=O)(=O)c2cccc3nsnc23)CC1)N1CC=C(c2ccccc2)CC1	.	3	1	4	0.3	4	1	19	.	2
O=C(CCCCCN1C(=O)c2ccccc2C1=O)Oc1ccc2c3c(c(=O)oc2c1)CCC3	.	0	-11	4	1.5	5	3	-12	-0.2	8
CCOc1cccc(NC(=O)C2CCCN(S(=O)(=O)c3ccc(OC)cc3)C2)c1 (centres undefined)	.	6	-9	-4	0.4	13	-13	-4	i	5
O=C(CCC(=O)NNC(=O)COc1ccc(Br)cc1)NCc1ccccc1	0.3	-4	-4	-9	-1.0	4	1	14	-0.2	0
CCOC(=O)c1c(C)[nH]c(C(=O)NNC(=O)c2ccc(Br)cc2)c1C	1.2	.	-6	-12	-0.2	-2	-5	.	i	8
CC(C)(C)c1ccc(C(=O)NNC(=O)c2ccccc2Br)cc1	.	3	-11	0	0.2	-3	3	-4	-0.4	0
Cc1ccc(S(=O)(=O)NCC2CCC(C(=O)NCc3cccs3)CC2)cc1 (centres undefined)	0.2	5	-7	-5	-0.1	17	-2	23	-0.4	5
c1nc(NC2CCCCC2)c2[nH]cnc2n1	.	2	-8	2	-1.1	1	4	-12	i	-2
COc1ccc(S(=O)(=O)NC(CCSC)C(=O)NC2CCCCC2)cc1 (centres undefined)	0.9	2	-8	-4	-1.1	9	1	16	2.0	-10
CCOc1cc(CNc2ncn[nH]2)ccc1OCC(=O)NC(C)(C)C	-7.3	8	-15	-2	-1.5	5	3	-1	2.8	8
CCn1c(-c2ccccc2Cl)nn(CC(=O)NCCc2ccccc2)c1=S	.	1	-10	-1	0.1	10	-2	-5	-0.2	2
O=C(c1cc([N+](=O)[O-])cc([N+](=O)[O-])c1)N(Cc1nnc(-c2ccccc2Cl)o1)C1CC1	0.9	1	16	-1	0.3	33	7	3	i	-7
O=C(COC(=O)c1cc(S(=O)(=O)N2CCOCC2)ccc1F)NCCc1ccc(F)cc1	1.2	.	-3	0	1.5	4	7	.	5.7	-1
O=[N+]([O-])/C=C\c1ccc(N2CCOCC2)cc1	1.2	.	-6	8	1.4	-7	-7	.	-0.2	-9
CC#CCN1c2ccccc2[C@]23C[C@@H](C(=O)OC)N(C(=O)NC(C)(C)C)C2=NC(C(=O)OC)=C(C(=O)OC)[C@H]13	1.3	.	-12	-15	-0.1	15	-7	.	2.4	5
O=C1CN(C(=O)c2c(F)cccc2F)C(c2ccc(F)cc2)c2cc(Br)ccc2N1 (centres undefined)	-0.8	5	-1	-2	0.9	-1	-9	-10	0.5	-7
C#CCOCCOCCOCCNc1nc(N2CCN(C(=O)[C@H](CCC(=O)O)n3cc(CN)nn3)CC2)nc(N2CCN(C(=O)[C@H](CCCN=C(N)N)n3cc(C(N)[C@@H](C)CC)nn3)CC2)n1 (some centres undefined)	1.7	.	-10	-6	-1.3	-3	-3	.	i	9
CC1Oc2ccccc2C=C1C1/C(=C(/O)c2ccccc2)C(=O)C(=O)N1CCCN(C)C (centres undefined)	.	2	.	2	-0.6	-6	-6	21	-0.5	2
COc1ccc(/C=C/c2ccncc2)c2ccccc12	.	-2	2	0	-0.4	5	3	19	i	1
Cc1ccc(OCCCC(=O)Nc2ccc3c(c2)OCO3)cc1	-0.1	3	-4	-1	0.1	0	-1	29	i	-1
CCC(C)(C)NC(=O)CN(C(=O)c1csnn1)c1ccccc1-c1ccccc1	0.5	5	-7	1	0.2	6	6	31	-0.1	11
CC(=O)Nc1nc(-c2ccc([N+](=O)[O-])cc2)cs1	2.9	1	-10	-2	-1.6	-4	-2	16	-0.4	3
CN(C(=O)COC(=O)c1cc2ccccc2cc1O)C1CCCCC1	0.9	.	-12	.	12	18	-1	.	i	5
CC1CC(C)CN(C(=O)COC(=O)c2nccnc2N)C1 (centres undefined)	-0.2	.	-10	1	0.8	3	-8	.	1.0	2
CC1=CC2C(C3C=CC2(C)C(=O)C3(C)O)C(C)(O)C1=O (centres undefined)	1.0	.	-3	2	1.0	2	.	.	-3.8	9
C=CCN1N=C(c2ccc(NC(=O)c3ccccc3)cc2)CSC1=O	-0.1	8	-12	-3	-0.4	-6	-6	16	-0.4	3
COc1c(C)cc(S(=O)(=O)NCc2ccco2)c(C)c1C	0.2	2	-8	2	-1.5	6	14	31	-0.5	12
CS(=O)(=O)N(CC(=O)Nc1c(F)cccc1F)c1ccc(C23CC4CC(CC(C4)C2)C3)cc1	.	6	1	-3	0.7	4	-8	8	i	-13
O=C(CCl)NC(Cc1c[nH]c2ccc(OCc3ccccc3)cc12)C(=O)O (centres undefined)	1.4	-4	-2	-10	-0.1	2	5	38	0.1	-1
Cc1cc(C)cc(NC(=O)CSCc2cc(=O)n3ccsc3n2)c1	-0.6	2	-20	0	0.5	6	0	9	-0.2	6
O=C(C1=C[C@@H](c2ccccc2)C[C@@H](OCCCCO)O1)N1CCN(Cc2ccc3c(c2)OCO3)CC1	-4.1&-0.9	2	7	1	-1.3	9	12	21	-9.1	1
CC(=NNC(=S)N1CCCCCC1)c1ccccn1	-0.4	.	-7	50*	-1.6	9	.	.	i	9
O=C1NC(c2ccc(Br)cc2)Nc2ccccc21 (centres undefined)	0.6	2	-3	-7	-1.6	1	1	8	1.9	2
COC(c1ccccc1)c1nc2ccccc2[nH]c1=O (centres undefined)	-2.2	2	1	5	-0.9	-2	-4	12	i	5
CCOC(=O)N1CCN(C(=O)C(=O)Nc2sc3c(c2C#N)CC(C)(C)OC3)CC1	1.9	-2	10	-4	-1.1	4	-1	1	-0.2	0
CCOC(=O)c1ccccc1Nc1cn(C(C)=O)c2ccccc12	.	-1	-14	-3	-0.8	19	6	12	i	13
COc1cc(/C=C/C(=O)NC(C)C2CC3CCC2C3)cc(OC)c1OC (centres undefined)	-1.1	1	-8	0	-0.2	10	-6	21	-0.2	10
COc1ccc([N+](=O)[O-])cc1NC(=O)C(C)OC(=O)CC1CCCC1 (centres undefined)	0.8	.	-12	-3	1.5	10	-5	.	i	-6
Cc1nn(Cc2ccccc2Cl)c(C)c1C(=O)Nc1nnc(C2CC2)s1	.	1	-2	0	2.9	19	-6	25	-0.6	-13
CC(=O)Oc1ccc(OC(C)=O)c(S(=O)(=O)c2ccc(C)c(C)c2)c1	-1.9	5	7	-21	-2.8	9	7	19	0.0	2
CC1CCCC(C)N1/N=C/c1ccc([N+](=O)[O-])cc1 (centres undefined)	1.4	-4	.	-14	-1.3	1	-16	.	i	-4
O=C(Nc1ccccc1Cl)c1cc(C2CCCN(C(=O)c3ccccc3)C2)on1 (centres undefined)	0.3	.	.	0	.	18	.	.	0.0	.
COc1ccc(CC(=O)N[C@@H](CCSC)c2nc3ccccc3[nH]2)cc1	0.8	5	-3	-1	1.1	4	-5	20	i	2
C[C@]12CC[C@@H]3c4ccc(OC(=O)c5ccccc5)cc4CC[C@H]3[C@@H]1CC[C@@H]2O	1.3	-2	-10	4	-1.2	12	-8	-3	-0.5	-3
CC1(C)CC(c2nc(-c3ccc([N+](=O)[O-])cc3)cs2)CCO1 (centres undefined)	1.9	1	23	-2	2.7	7	1	-24	-0.1	8
O=C(CN1C(=O)NC2(CCCCC2)C1=O)NCCc1ccccc1	1.8	.	-2	-4	-1.0	-2	9	.	0.6	3
CCC(Oc1ccccc1)C(=O)Nc1ncc([N+](=O)[O-])s1 (centres undefined)	-1.1	3	-9	-4	166*	-2	6	20	-0.3	6
CC1CN(S(=O)(=O)c2cccc(-c3csc(-c4ccccc4)n3)c2)CC(C)O1 (centres undefined)	.	1	-10	-4	0.6	29	-18	11	i	70*
Cc1cccc(NC(=S)N2CCN(Cc3ccc4c(c3)OCO4)CC2)c1C	.	1	9	-1	0.7	2	-1	17	2.9	0
CCOC(=O)N1CCN(CC(O)c2ccc3c(c2)CCN3)CC1 (centres undefined)	-4.1	-3	1	-5	0.3	7	2	15	i	-4
CC(C)(C)c1ccc(C(=O)N/C(=C\c2cccc([N+](=O)[O-])c2)C(=O)Nc2cccc(C(=O)O)c2)cc1	-0.8	2	-10	-5	3.7	6	-16	0	0.8	5

Reprinted from the entries so far (2 entries):
SMILES	TcdB inh	SARS 3CLpro inh	SSB-PriA inh	Anthrax LF inh2	PfHsp40 yeast	Y pestis TopoI	Rv3671c protease	VHR inh abs	Vc quorum ag	MazEF act
COc1c(C)cc(S(=O)(=O)NCc2ccco2)c(C)c1C	0.2	2	-8	2	-1.5	6	14	31	-0.5	12
CS(=O)(=O)N(CC(=O)Nc1c(F)cccc1F)c1ccc(C23CC4CC(CC(C4)C2)C3)cc1	.	6	1	-3	0.7	4	-8	8	i	-13

The list goes on.
SMILES	TcdB inh	SARS 3CLpro inh	SSB-PriA inh	Anthrax LF inh2	PfHsp40 yeast	Y pestis TopoI	Rv3671c protease	VHR inh abs	Vc quorum ag	MazEF act
O=C(CN1C(=O)S/C(=C\C=C\c2ccccc2)C1=O)Nc1ccc(O)cc1	.	3	1	2	0.5	3	-118	12	-0.2	11
Cn1ncc(-c2ccno2)c1C(=O)O	0.0	0	-4	-1	-0.5	-1	-7	3	-0.6	-11
CS(=O)(=O)N(CC(=O)N1CCN(C(c2ccccc2)c2ccccc2)CC1)C1CCCCC1	.	0	-19	8	1.3	5	-2	6	-0.7	3
COC(=O)c1c(-c2cccc(C)c2)csc1NC(=O)C1CCCO1 (centres undefined)	0.3	7	-5	1	0.0	1	-3	5	-0.4	-8
Cc1ccc2nc(Cl)c(/C=N/NC(=O)c3ccccc3O)cc2c1	-0.5	3	.	-1	-0.5	-1	2	12	-1.4	4

Entries shown so far with a COOH group:
SMILES	TcdB inh	SARS 3CLpro inh	SSB-PriA inh	Anthrax LF inh2	PfHsp40 yeast	Y pestis TopoI	Rv3671c protease	VHR inh abs	Vc quorum ag	MazEF act
Nc1nonc1-c1nc2ccccc2n1CCC(=O)O	.	4	-9	0	0.4	3	-3	30	i	1
C#CCOCCOCCOCCNc1nc(N2CCN(C(=O)[C@H](CCC(=O)O)n3cc(CN)nn3)CC2)nc(N2CCN(C(=O)[C@H](CCCN=C(N)N)n3cc(C(N)[C@@H](C)CC)nn3)CC2)n1 (some centres undefined)	1.7	.	-10	-6	-1.3	-3	-3	.	i	9
O=C(CCl)NC(Cc1c[nH]c2ccc(OCc3ccccc3)cc12)C(=O)O (centres undefined)	1.4	-4	-2	-10	-0.1	2	5	38	0.1	-1
CC(C)(C)c1ccc(C(=O)N/C(=C\c2cccc([N+](=O)[O-])c2)C(=O)Nc2cccc(C(=O)O)c2)cc1	-0.8	2	-10	-5	3.7	6	-16	0	0.8	5
Cn1ncc(-c2ccno2)c1C(=O)O	0.0	0	-4	-1	-0.5	-1	-7	3	-0.6	-11
